Screens as filed in PubChem.
ssDAF-12 act: activators of S. stercoralis DAF-12 nuclear receptor; HEK293 ssDAF-12/GRIP1 lit1-tk-luc reporter, luminescence; % of 3 µM dafachronic acid response; activation, % at 6.8 µM; 370,000 tested, 1% active; AID 652126;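 active means activation above the mean over all tested compounds plus 3 SD, cut at about 0.9% in these data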;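 further: 0% = DMSO-only wells and 100% = 3 µM delta7-dafachronic acid wells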
hgDAF12 agonist: agonists of H. glycines DAF-12 nuclear receptor; HEK293 GAL4-hgDAF12 UAS-luciferase reporter, agonist luminescence; normalized to butyrate control; 370,000 tested, 1.8% active; activation, % at 6.8 µM;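 active means activation above a cutoff set at the mean of all screened compounds plus 3 SD, cut at about 10% in these data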;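 further: 0% = DMSO wells and 100% = sodium butyrate wells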
NPR1 activator: GC-A (human) enzyme activation; AID 1671463; activation, % at 10 µM; 370,000 tested, 0.14% active; HEK293 GC-A cells, cGMP TR-FRET, EC30 ANP; 0% at EC30 ANP, 100% saturating ANP; in the data active means activation above about 40%
GAA850 FXN act: activators of GAA850 frataxin (FXN) promoter | HEK293 lucGAA850 FXN promoter luciferase reporter, 24 h; percent of 10 µM SAHA response | activation, % at 6 µM | 360,000 tested, 0.56% active | AID 540364;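 active means activation above the average of all compounds screened plus 3 SD, cutoff fixed separately per campaign, cut at about 7.5% in these data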;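 further: 0% = DMSO wells and 100% = 10 µM SAHA wells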
SMARCA2 activ: increases SMARCA2 function in MMTV reporter cells. MG213 cells, MMTV-luciferase reporter, dexamethasone, overnight. activation, % at 9.1 µM. 370,000 tested, 1% active. AID 652017; in the data active means activation above about 7.8%;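 further: 0% = vehicle wells and 100% = reference activator wells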
DAX1 inh-1: inhibitors of human orphan nuclear receptor DAX1 (NR0B1); HEK293 Gal4-DAX1 luciferase reporter, luminescence; inhibition, % at 6.75 µM; 340,000 tested, 0.99% active; AID 504766; P51843;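 active means inhibition above the mean over all tested compounds plus 3 SD, cut at about 4.2% in these data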;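 further: 0% = DAX1-transfected cells with DMSO and 100% = empty-vector control cells with DMSO; inhibition shows as a rise in luminescence from relieved DAX1 repression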
Target sequence (P51843 207-470 limits assumed): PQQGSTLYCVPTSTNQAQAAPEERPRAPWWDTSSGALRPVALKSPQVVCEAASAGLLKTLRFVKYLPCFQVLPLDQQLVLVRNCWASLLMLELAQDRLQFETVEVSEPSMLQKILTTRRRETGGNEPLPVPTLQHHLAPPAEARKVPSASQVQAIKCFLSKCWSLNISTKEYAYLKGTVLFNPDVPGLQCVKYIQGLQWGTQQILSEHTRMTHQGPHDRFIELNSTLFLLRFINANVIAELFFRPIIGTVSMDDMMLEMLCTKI
GC-B act: GC-B (human) receptor activation; activation, % at 10 µM; P20594; HEK293-GC-B cells, CNP EC30, cGMP TR-FRET; 0% at EC30 CNP, 100% saturating CNP; AID 1920062; 370,000 tested, 0.11% active;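 active means activation at 10 µM reaching about 35% in either raw or pattern-adjusted values, limit read from the data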
hcDAF12 agonist: activates DAF-12 receptor from parasite H. contortus; HEK293 hcDAF-12 lit1-tk-luc reporter, luminescence; 0% DMSO, 100% Δ7-dafachronic acid; activation, % at 6.8 µM; 370,000 tested, 1.4% active; AID 652067;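 active means activation above the mean of all tested compounds plus 3 SD, cut at about 5.5% in these data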;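 further: 100% = response to 3 µM Δ7-dafachronic acid high control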
proKLK7 act: activates the human kallikrein-7 zymogen; 370,000 tested, 0.9% active; activation, % at 7 µM; AID 652039; purified proKLK7, EDANS-DABCYL substrate fluorescence; 100% is mature enzyme control, 0% vehicle;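 active means activation above the mean of all tested compounds plus 3 SD, computed per campaign excluding outliers beyond control limits, cut at about 13% in these data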
Target sequence (P49862 whole entry, looked up): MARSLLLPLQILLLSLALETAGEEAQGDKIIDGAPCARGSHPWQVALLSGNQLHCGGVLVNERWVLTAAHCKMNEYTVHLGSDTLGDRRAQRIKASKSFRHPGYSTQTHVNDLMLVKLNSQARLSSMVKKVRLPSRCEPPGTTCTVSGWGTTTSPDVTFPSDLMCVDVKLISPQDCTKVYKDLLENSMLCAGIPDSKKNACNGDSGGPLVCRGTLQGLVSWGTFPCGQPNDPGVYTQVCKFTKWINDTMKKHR
DAX1 inh-2: DAX1 (NR0B1) inhibition, primary screen; HEK293T StAR-luciferase reporter, SF-1/DAX-1 repression relief; inhibition, % at 6.8 µM; 370,000 tested, 1.1% active; AID 652010;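 active means inhibition above the mean over all tested compounds plus 3 SD, cut at about 3.6% in these data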;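 further: 0% = DAX-1 cells with DMSO and 100% = cells lacking DAX-1 with DMSO; higher inhibition means more luminescence from relief of DAX-1 repression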
sPLA2-III inh: Blocks human group III sPLA2 activity | Q9NZ20 | QFRET BODIPY PC-A2 liposome hydrolysis, fluorescence | inhibition, % at 12.2 µM | 370,000 tested, 0.56% active | AID 743126;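 active means inhibition above mean plus 3 SD of compounds lying within the high and low control bounds, cut at about 19% in these data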;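 further: 0% = median of test compound wells and 100% = no enzyme DMSO wells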
Target sequence (Q9NZ20 whole entry, looked up): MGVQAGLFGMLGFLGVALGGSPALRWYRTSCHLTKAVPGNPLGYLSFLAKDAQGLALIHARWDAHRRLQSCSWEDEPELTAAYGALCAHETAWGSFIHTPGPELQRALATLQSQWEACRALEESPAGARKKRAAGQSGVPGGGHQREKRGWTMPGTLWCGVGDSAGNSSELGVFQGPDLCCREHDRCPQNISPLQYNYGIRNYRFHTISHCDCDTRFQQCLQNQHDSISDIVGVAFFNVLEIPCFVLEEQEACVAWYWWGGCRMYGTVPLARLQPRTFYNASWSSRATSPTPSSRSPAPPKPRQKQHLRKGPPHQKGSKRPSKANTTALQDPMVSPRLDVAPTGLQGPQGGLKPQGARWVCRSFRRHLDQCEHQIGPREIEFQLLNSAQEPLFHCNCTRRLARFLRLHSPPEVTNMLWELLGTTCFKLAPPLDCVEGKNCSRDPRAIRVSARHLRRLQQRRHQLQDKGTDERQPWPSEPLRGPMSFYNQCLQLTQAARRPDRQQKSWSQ
* = called active by the depositor; · = not tested or not shown.

Compound	GAA850 FXN act	proKLK7 act	DAX1 inh-2	sPLA2-III inh	hcDAF12 agonist	DAX1 inh-1	ssDAF-12 act	SMARCA2 activ	hgDAF12 agonist	NPR1 activator	GC-B act
O=C(CNC(=O)C12CC3CC(CC(C3)C1)C2)N/N=C\c1ccccn1	1.0	0.5	0.1	-8	-0.4	0.1	-1.5	-1	-1.6	2	3
CN1CCN(S(=O)(=O)c2ccc(-c3ccc(Cl)cc3)cc2)CC1	13*	0.1	-0.6	-6	0.3	1.6	-0.8	6	1.7	-1	1
CCCCCCCCN1C(=O)[C@@H](CC(=O)NCc2cccc(C(F)(F)F)c2)C[C@@]2(C(=O)OC)C1=C[C@H](COCc1ccccc1)O[C@@H]2C	·	0.2	-1.8	-11	-0.5	·	-1.1	-2	-2.0	-1	2
Cc1ccc(NC(=O)c2c(-c3ccccc3Cl)noc2C)nc1	0.9	-0.6	-0.6	6	-0.8	-0.7	-0.5	6	2.2	-3	1
O=C(Nc1cccc(-c2nc3ccccc3o2)c1)c1ccc(N2C(=O)C3C4C=CC(C4)C3C2=O)cc1 (configuration not stated)	-3.5	1.0	-0.5	-11	-1.8	-0.3	-1.0	1	1.7	1	4
Cc1c(C)c2ccc(OCC(=O)N3CCN(c4cccc(Cl)c4)CC3)cc2oc1=O	0.3	-0.2	-3.5	7	-0.1	-0.2	-1.3	-3	3.2	-4	1
O=C(O)COc1ccccc1/C=N/NC(=O)CN1CCN(S(=O)(=O)c2ccc(Br)cc2)CC1	-1.2	-0.3	-0.2	2	-0.8	1.8	-1.3	-4	0.1	-1	2
NC(=O)c1cc2cc(Cl)ccc2oc1=Nc1cccc(C(F)(F)F)c1	0.6	-0.3	1.3	9	1.2	-0.5	-1.2	-4	-0.8	8	2
Cc1ccc(C(OC(=O)c2ccco2)C(=O)NC2CCCCC2)cc1 (configuration not stated)	-2.6	-0.4	0.7	-1	-1.0	0.5	-0.7	-3	0.0	0	-4
CC1CCN(C(=O)C(C)NCc2ccc(F)cc2)CC1 (configuration not stated)	0.8	-0.6	0.8	4	-0.6	0.5	-1.1	2	0.8	-2	3
COc1ccc(OCCC(=O)OCC(=O)NCc2ccccc2)cc1	0.0	0.3	0.0	-7	-0.3	3.2	-0.9	9.8*	-1.4	-3	0
Clc1cccc2sc(N3CCOCC3)nc12	-0.1	0.2	0.9	13	0.7	0.2	-0.7	-2	7.8	4	0
COc1ccc(-c2c(C)nn3c(N)c(-c4ccccc4)cnc23)cc1OC	2.5	0.7	0.7	12	-3.3	-0.6	-1.9	1	-4.3	-1	1
CCC(C(=O)Nc1ccc(C(=O)N2CCCC2)cc1)c1ccccc1 (configuration not stated)	0.5	0.6	0.4	1	-1.9	-1.2	-1.4	-5	1.9	-1	1
C=CCOc1ccc(/C=C/C(=O)OCC(=O)NCC(=O)Nc2c(C)cc(C)cc2C)cc1	-0.8	0.0	-0.7	9	-1.6	0.6	-0.9	-4	-2.0	0	-5
Cc1ccccc1N1CC(C(=O)Nc2ccc(S(=O)(=O)NCC3CCCO3)cc2)CC1=O (configuration not stated)	-0.8	0.1	0.0	-11	0.2	0.6	-0.7	-1	2.8	4	-6
Cc1ccc2c(c1)C(=O)CC(O)(C(F)(F)F)O2 (configuration not stated)	1.5	3.7	-0.3	16	-1.8	-0.2	-1.4	-2	-1.8	-8	-9
CCc1ccccc1NC(=O)CCNC(=O)Cn1ccc2ccccc2c1=O	0.4	-0.4	0.0	1	-1.1	-0.5	-0.9	-2	-0.6	-4	-2
CCOC(=O)C1CCN(c2c(N3CCN(Cc4ccccc4)CC3)c(=O)c2=O)CC1	-0.6	0.4	0.3	9	-1.5	2.9	-0.7	-3	3.2	-1	-4
Cc1ccc(N(Cc2ccccc2)C(=O)c2cc(S(=O)(=O)N3CCOCC3)ccc2N2CCCC2)cc1	-0.9	0.2	0.1	-6	0.1	0.1	-1.6	-2	-0.5	-14	-11
Cc1ccc(-n2c(C)nn(CC3CC3)c2=O)cc1	-4.1	0.2	0.6	3	1.5	0.2	-1.8	0	-1.2	3	3
O=C(NNC(=O)c1cccnc1)NC12CC3CC(CC(C3)C1)C2	-0.3	-0.3	-0.5	-6	-1.4	-2.2	-1.1	-1	-0.4	0	6
CCC(C)C(NC(=O)C1CCC(=O)N1C(=O)OCc1ccccc1)C(=O)NC(C(=O)N1CCCC1C(N)=O)C(C)CC (configuration not stated)	0.2	0.0	0.1	6	0.1	1.6	-0.1	-1	1.0	-7	4
CN(C)c1ccc(C(=O)C(O)c2ccc(C(C)(C)C)cc2)cc1 (configuration not stated)	0.7	-0.4	-0.1	-3	-1.3	-0.6	-1.6	-2	3.0	2	4
Cc1cc(C)c(OCC(=O)N2CC=C(c3ccccc3)CC2)c(C)c1	-1.0	0.3	-1.1	0	-1.9	0.6	-1.1	5	-0.6	1	-2

A draw from above in order of length of the SMILES, low to high:
Compound	GAA850 FXN act	proKLK7 act	DAX1 inh-2	sPLA2-III inh	hcDAF12 agonist	DAX1 inh-1	ssDAF-12 act	SMARCA2 activ	hgDAF12 agonist	NPR1 activator	GC-B act
Cc1ccc(NC(=O)c2c(-c3ccccc3Cl)noc2C)nc1	0.9	-0.6	-0.6	6	-0.8	-0.7	-0.5	6	2.2	-3	1
COc1ccc(-c2c(C)nn3c(N)c(-c4ccccc4)cnc23)cc1OC	2.5	0.7	0.7	12	-3.3	-0.6	-1.9	1	-4.3	-1	1
Cc1ccc(N(Cc2ccccc2)C(=O)c2cc(S(=O)(=O)N3CCOCC3)ccc2N2CCCC2)cc1	-0.9	0.2	0.1	-6	0.1	0.1	-1.6	-2	-0.5	-14	-11
O=C(Nc1cccc(-c2nc3ccccc3o2)c1)c1ccc(N2C(=O)C3C4C=CC(C4)C3C2=O)cc1 (configuration not stated)	-3.5	1.0	-0.5	-11	-1.8	-0.3	-1.0	1	1.7	1	4

Further compounds:
Compound	GAA850 FXN act	proKLK7 act	DAX1 inh-2	sPLA2-III inh	hcDAF12 agonist	DAX1 inh-1	ssDAF-12 act	SMARCA2 activ	hgDAF12 agonist	NPR1 activator	GC-B act
CCN(c1ccc2c(c1)OCO2)S(=O)(=O)c1cc(Br)cc2c1N(C(=O)C1CC1)CC2	2.7	-0.5	-2.0	0	-2.7	-1.0	-1.5	1	-1.9	-8	-4
CC(C)Sc1nnc([C@H](Cc2c[nH]c3ccccc23)NC(=O)OC(C)(C)C)o1	-2.2	-0.1	0.4	-61	0.7	-0.9	-1.1	-1	0.0	-6	-2
CCOC(=O)C1=C(C)OC(N)=C(C#N)C1c1ccccc1 (configuration not stated)	1.7	-0.2	-0.7	-11	-0.5	-0.2	-1.0	4	-0.4	·	·
O=C1OCCN1C(=O)[C@H]1[C@H](c2ccc([N+](=O)[O-])cc2)C(c2ccc(F)cc2)=NN1c1ccccc1	-1.5	-0.7	-0.3	-17	-1.6	-0.5	-0.3	-6	2.0	-3	-1
COc1cc(/C=C/CO)ccc1O[C@@H]1O[C@H](CO)[C@@H](O)[C@H](O)[C@H]1O	2.9	0.0	0.5	15	0.8	4.7*	-1.3	-3	-2.3	-3	-1
Cc1cc(C)n(CC(=O)NNC(=O)CCCOc2ccc(Cl)c(C)c2)n1	1.4	-0.5	-1.3	-3	3.4	-0.3	-1.2	0	-0.3	8	-6
Cc1ccc(NC(=O)[C@@H]2CCCN2S(=O)(=O)c2cccc3cccnc23)c(C)c1	·	·	·	3	-3.3	·	-1.2	·	-3.0	2	-1
COc1cccc(NC(=O)CN(C)S(=O)(=O)c2ccc(C)cc2)c1	-0.3	0.2	-1.0	0	-1.4	-0.4	-1.4	-1	-0.4	-3	0
O=C(CSc1n[nH]c(=O)n1Cc1ccco1)N1CCOCC1	1.8	0.5	0.2	2	0.5	·	-0.6	2	-1.0	1	1
S=c1sscc1-c1ccccc1	2.1	0.2	0.6	11	0.6	1.5	-0.8	4	0.1	4	12
O=C(NC1CCCCCC1)c1cc(-c2ccccn2)nc2ccccc12	0.6	0.4	-0.3	3	2.6	0.5	-1.5	-3	-3.5	1	7
O=C(N/N=C/c1c(O)ccc2ccccc12)c1cccnc1	-6.2	-6.9	-1.9	7	-4.0	-0.8	-0.6	-3	-11	-3	0
COc1ccccc1NC(=S)NCC1CCCCC1	1.5	-0.1	-0.4	13	-1.1	-1.1	-1.3	1	-1.7	4	3
COc1ccc2c(c1)c1nc3n(c(=O)c1n2CC(=O)Nc1ccccc1)CCCS3	-0.9	0.4	-0.4	0	-1.5	1.4	-0.8	11*	-0.6	4	-2
Cc1cccc(C(=O)NC(=S)N2CCN(C(=S)NC(=O)c3cccc(C)c3)CC2)c1	1.8	0.1	0.5	29*	1.1	1.3	0.1	0	-2.9	2	0
Cc1ccn2c(CNCc3cnn(C)c3)c(C(=O)N3CCCCCC3)nc2c1	-0.6	0.7	0.1	-2	-1.6	0.3	-1.4	-1	-0.4	-1	3
C1=C(c2cccc3ccccc23)N2CCN=C2S1	-0.1	-1.4	0.6	-15	5.0	0.5	0.2	-1	-0.8	·	·
CCN(CC)S(=O)(=O)c1ccc(NCCCn2ccnc2)c([N+](=O)[O-])c1	0.7	0.1	-0.3	-11	-0.5	1.5	-0.8	-1	0.6	4	-2
CCN(CC)CCn1c(=S)[nH]c2ccccc2c1=O	2.2	-0.3	-0.2	7	0.1	0.0	-0.9	0	-0.3	-2	-9
Cc1cc2nc(-c3ccc[nH]c3=O)n(Cc3cccc(F)c3)c2cc1C	3.4	0.7	0.2	-2	-0.5	-1.3	-1.0	0	-2.0	-21	-8
O=c1cc(N2CCN(c3ccccc3)CC2)[nH]c(=O)n1-c1ccccc1Cl	-1.4	-0.1	0.1	9	-1.0	1.5	-1.0	-3	-0.1	2	-4
O=C(COC(=O)C12CC3CC(CC(O)(C3)C1)C2)Nc1ccc(Br)cc1F	3.9	0.5	0.7	-1	0.7	0.3	-0.9	9.4*	5.7	1	-1
COc1ccccc1N1CCN(C(=O)c2ccoc2C)CC1	5.2	1.1	0.0	0	1.5	-0.5	-0.6	0	0.6	2	-6
O=C1CC(=C(c2ccccc2)c2ccccc2)C(=O)N1CCCCN1CCN(c2cccc(Cl)c2)CC1	-1.5	-0.4	-0.3	-32	-0.1	-0.8	-1.5	-3	0.1	-13	1
C/C(=N\NC(=O)C1CC1)c1ccc(Cl)cc1	1.9	-0.6	-0.3	3	-1.1	-1.2	-2.1	0	0.5	1	0
CSc1ccc(Cn2c(C)c(C(=O)NCc3cccc(C(F)(F)F)c3)sc2=O)cc1	-1.5	-0.3	0.3	-6	-0.4	·	-1.8	-1	1.6	1	-5
CC(C)C1=CC2C3C(=O)N(c4ccccc4)C(=O)C3C1C(=O)C2(C)O (configuration not stated)	·	0.2	0.3	-6	-1.4	·	-0.9	-1	3.6	0	-6
CCCCCCCCN1C(=O)[C@@H](CC(=O)NCC23CC4CC(CC(C4)C2)C3)C[C@@]2(C(=O)OC)C1=C[C@H](C(C)(C)C)O[C@@H]2C	·	0.2	-0.2	21*	-0.3	·	-1.2	-9	-0.7	2	12
